# BH1578 lux ind – induces V. cholerae light production without autoinducers; V. cholerae BH1578 lux reporter, luminescence, 6 h; actives 0.16% (n = 350,000); activation, % at 18.7 µM; in the data active means activation mostly above about 9.7%, no sharp cut-off; further: not every result past the cut was called active; inactives centre near 0; reference of the scale not given here
# Mtb BioA inh – BioA (M. tuberculosis) enzyme inhibition; actives 0.096% (n = 360,000); inhibition, % at 9.99 µM; purified M. tuberculosis BioA enzyme, plate reader; in the data active means inhibition above about 40%
# UGM FP inh – Mtb UDP-galactopyranose mutase inhibition; P9WIQ1; purified UGM, fluorescence polarization probe displacement; inhibition, % at 10 µM; actives 0.06% (n = 320,000); AID 504406; in the data active means inhibition above about 10%, passing the limit was not always enough
# Target sequence (P9WIQ1 whole entry, looked up): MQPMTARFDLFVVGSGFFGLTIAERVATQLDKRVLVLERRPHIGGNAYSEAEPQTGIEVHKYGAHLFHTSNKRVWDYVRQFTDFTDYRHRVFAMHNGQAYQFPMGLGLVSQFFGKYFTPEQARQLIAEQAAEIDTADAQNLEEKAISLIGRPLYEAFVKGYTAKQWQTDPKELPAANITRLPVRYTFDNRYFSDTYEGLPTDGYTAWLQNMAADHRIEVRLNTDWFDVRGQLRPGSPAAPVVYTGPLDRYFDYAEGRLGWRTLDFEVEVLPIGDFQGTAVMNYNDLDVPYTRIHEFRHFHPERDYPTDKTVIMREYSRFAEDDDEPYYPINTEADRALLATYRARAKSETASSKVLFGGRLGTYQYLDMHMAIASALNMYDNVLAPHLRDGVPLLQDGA
# GDH-TPI inh – GDH-TPI coupled enzyme inhibition counter-screen. AID 588335. actives 1.2% (n = 360,000). GDH-TPI coupled enzyme counterscreen, NADH absorbance. inhibition, % at 4.8 µM; in the data active means inhibition above about 30%;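 further: 0% = DMSO wells and 100% = wells lacking the enzyme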
# Yp Topo-I inh – blocks Yersinia pestis topoisomerase I activity | Y. pestis Topo-I cleavage product accumulation, plate reader | activity, % at 10 µM | actives 0.064% (n = 360,000); in the data active means activity above about 50%, passing the limit was not always enough; further: inactives centre near 2
# FBA Mtb inh – inhibits M. tuberculosis FBA enzyme; actives 2.3% (n = 360,000); purified M. tuberculosis FBA, fluorescence read-out; P9WQA3; inhibition, % at 1 µM; in the data active means inhibition above about 27%;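 further: 0% = vehicle and 100% = reference inhibitor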
# Target sequence (P9WQA3 whole entry, looked up): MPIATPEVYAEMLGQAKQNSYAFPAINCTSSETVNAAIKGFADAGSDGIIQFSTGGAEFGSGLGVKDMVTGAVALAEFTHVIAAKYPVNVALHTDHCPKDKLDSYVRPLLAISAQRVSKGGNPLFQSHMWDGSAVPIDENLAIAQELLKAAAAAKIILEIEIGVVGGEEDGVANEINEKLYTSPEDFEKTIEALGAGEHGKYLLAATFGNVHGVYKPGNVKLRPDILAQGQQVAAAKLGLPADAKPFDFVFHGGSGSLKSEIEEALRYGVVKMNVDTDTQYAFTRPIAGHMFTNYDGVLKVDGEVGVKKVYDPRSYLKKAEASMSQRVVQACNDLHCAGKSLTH
# PfHsp40 rescue – restores yeast growth despite PfHsp40 toxicity; AID 504582; S. cerevisiae expressing PfHsp40, growth rescue, ATP luminescence; growth rescue, % at 12.5 µM; actives 0.68% (n = 340,000); in the data active means growth rescue above about 28%, passing the limit was not always enough;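 further: yeast W303a lacking pdr1 and pdr3 grown in galactose medium; growth measured after three days at 30 °C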
# FadD28 FP inh – M. tuberculosis FadD28 bisubstrate binding inhibition | FadD28 bisubstrate probe binding, fluorescence polarization | inhibition, % at 12.5 µM | actives 0.22% (n = 360,000); in the data active means inhibition above about 8.5%, passing the limit was not always enough
# TcdB inh – blocks C. difficile toxin B glycohydrolase activity. P18177. TcdB glycohydrolase enzymatic assay, plate reader. inhibition, % at 9.99 µM. actives 0.24% (n = 350,000). AID 652162; in the data active means inhibition above about 10%
# Starred values were filed as active, the others as inactive; i = inactive; / = no result given; & = joins results of further samples.
# The line under a structure holds: Yp Topo-I inh	TcdB inh	FadD28 FP inh	FBA Mtb inh	PfHsp40 rescue	BH1578 lux ind	UGM FP inh	GDH-TPI inh	Mtb BioA inh
CC(=O)COC(=O)c1cc(-c2ccc(C)cc2)nc2ccccc12
  -8	1.2	-1.7	15	1.5	-0.3	-2.7	10	0.4
COc1ccc(C(=O)NCC(c2ccco2)N2CCc3ccccc3C2)cc1 (stereo unspecified)
  35	0.9	-1.2	-1	-0.4	1.1	0.9	1	3.1
C[C@@H]1CN([C@H](C)CO)C(=O)CCCn2nncc2CO[C@@H]1CN(C)C(=O)c1ccc(N2CCN(C)CC2)cc1
  3	0.3&-0.3&0.9	-1.7	-2	/	-0.1	/	-4	0.2&-1.2&-2.6
CN(CC(=O)NC1CCCCCC1)S(=O)(=O)c1ccccc1
  -8	0.7	-3.0	-4	-0.1	-0.3	0.5	-5	-0.7
Cc1ccc(S(=O)(=O)N2CCN(C(=O)CCNC(=O)c3ccccc3Cl)CC2)cc1
  5	1.6	-0.5	2	-0.6	i	/	5	-1.6
CC(Nc1ccccc1N1CCCCC1)C(=O)N1CCc2ccccc21 (stereo unspecified)
  37	-1.5	0.5	0	1.1	i	0.8	-3	-0.4
CN(CC(=O)Nc1ccc(Cl)c(C(F)(F)F)c1)C(=O)C1CC(=O)N(C2CCCC2)C1 (stereo unspecified)
  17	-0.3	-2.1	1	0.0	-0.7	-0.6	8	1.4
Cc1cccc(C(=O)N2CCc3cc(-c4csc(NC(=O)CN5CCCC5)n4)ccc32)c1
  7	1.5	-0.8	5	1.4	-0.1	-0.3	2	-5.1
CCC(=O)N1CCc2cc(S(=O)(=O)CCC(=O)N3CCN(c4ccc(Cl)cc4)CC3)ccc21
  24	-0.1	-4.5	4	-1.0	-4.3	-0.8	-4	/
CCOc1ccc(OCCSc2nc(N)cc(=O)[nH]2)cc1
  -5	1.7	-1.9	-4	0.4	-0.2	1.8	9	/
COCCc1ccc(OC2(C)CCN(Cc3ccc(OC)c4ccccc34)C2)cc1 (stereo unspecified)
  10	0.0	-2.6	-2	/	i	/	-2	-1.1
COc1ccc(NC(=O)CC2C(=O)N(c3cccc(OC)c3)C(=O)N2C2CCCCC2)cc1 (stereo unspecified)
  3	/	-2.0	0	0.4	-0.4	-2.5	8	-0.4
COCCNC(=O)C1(C)C=CC2(CCCCC2)N1C(=O)c1ccccc1 (stereo unspecified)
  6	-1.0	1.5	-1	0.1	0.5	-2.2	1	-1.2
Cc1ccc(S(=O)(=O)NNC(=O)c2ccc(O)cc2)cc1
  -4	0.4	-2.3	-5	-0.9	-0.2	0.7	-19	0.0
CCN(CC(=O)NC1CCCC1)S(=O)(=O)c1ccc(Br)cc1
  -3	1.7	-3.9	0	-0.8	0.3	0.0	-6	-0.9

# Some of these compounds in order of SMILES length, falling:
# The line under a structure holds: Yp Topo-I inh	TcdB inh	FadD28 FP inh	FBA Mtb inh	PfHsp40 rescue	BH1578 lux ind	UGM FP inh	GDH-TPI inh	Mtb BioA inh
CCC(=O)N1CCc2cc(S(=O)(=O)CCC(=O)N3CCN(c4ccc(Cl)cc4)CC3)ccc21
  24	-0.1	-4.5	4	-1.0	-4.3	-0.8	-4	/
CN(CC(=O)Nc1ccc(Cl)c(C(F)(F)F)c1)C(=O)C1CC(=O)N(C2CCCC2)C1 (stereo unspecified)
  17	-0.3	-2.1	1	0.0	-0.7	-0.6	8	1.4
CC(Nc1ccccc1N1CCCCC1)C(=O)N1CCc2ccccc21 (stereo unspecified)
  37	-1.5	0.5	0	1.1	i	0.8	-3	-0.4
CCOc1ccc(OCCSc2nc(N)cc(=O)[nH]2)cc1
  -5	1.7	-1.9	-4	0.4	-0.2	1.8	9	/

# The list goes on:
# The line under a structure holds: Yp Topo-I inh	TcdB inh	FadD28 FP inh	FBA Mtb inh	PfHsp40 rescue	BH1578 lux ind	UGM FP inh	GDH-TPI inh	Mtb BioA inh
CC1=C(C(=O)OCC(C)C)C2(O)C(=O)c3ccccc3C2(O)N1 (stereo unspecified)
  5	/	-3.0	-3	0.2	-0.3	-0.8	0	/
Cc1cccn2c(=O)c(C=O)c(N3CCSCC3)nc12
  9	0.8	-2.1	0	-0.7	i	0.5	9	-0.6
COc1ccc(NS(=O)(=O)c2cc(NC(=O)c3ccc(C)s3)ccc2N2CCOCC2)cc1
  8	0.5	-2.0	-1	1.3	i	1.4	9	/
Clc1ccccc1C1SCC2Nc3ccccc3CN21 (stereo unspecified)
  0	/	2.1	1	0.5	-0.2	-0.3	13	0.9
O=C1NC(Cc2ccc(O)cc2)c2nc3ccc(Cl)cc3c(=O)n2-c2cc3ccccc3cc21 (stereo unspecified)
  4	0.9	0.1	-2	/	i	/	18	-3.7
COc1ccc(Cc2noc(CN(C)CC3CCN(Cc4ccccc4)CC3)n2)cc1OC
  10	1.0	-1.1	3	-0.2	0.9	-0.8	1	/
CCCn1c(SCC(=O)Nc2c(C)cccc2CC)nnc1C(C)C
  -1	/	-1.4	39*	-0.5	i	-1.5	4	-1.6
Cn1cnc2cc(NCc3ccccc3Cl)ccc21
  7	-1.1	-4.2	2	-0.2	i	2.8	-3	/
CC1(C)Cc2c(C#N)c(N)sc(=S)c2CS1
  -13	/	-0.8	0	2.3	-0.5	3.9	6	0.3
Nc1nc(-c2ccccc2)c(CCCOc2ccc([N+](=O)[O-])cc2)c(=O)[nH]1
  -3	-0.9	-0.9	-1	-0.9	i	/	5	0.4
CCCCCCc1ccc(N2C[C@H](Cc3ccccc3)[C@@H](CC(=O)NCc3ccc(OC)cc3)C2=O)cc1
  1	0.8	0.9	3	-0.1	0.5	1.1	3	-0.1
Cc1ccn2cc(CCNC(=O)CC3CCCCC3)nc2c1
  -8	-6.5	-4.6	19	-0.1	-0.3	0.3	-4	/
CCn1c(SCC(=O)Nc2ccccc2N2CCCCC2)nc2c1c(=O)n(C)c(=O)n2C
  8	/	-1.1	-1	0.8	4.8	5.9	12	4.6
C[C@H](NC(=O)c1[nH]cnc1C(=O)Nc1ccc(CNC(=O)OC(C)(C)C)cc1)C(=O)OC(C)(C)C
  8	0.6	-4.2	-3	10	-0.8	-1.7	-6	-2.2
Cc1ccc(C)c(S(=O)(=O)Nc2ccc(S(=O)(=O)Nc3onc(C)c3C)cc2)c1
  -3	/	1.2	-1	-1.7	-0.2	/	-11	0.7
CCN(CC)C(=S)SCC(=O)Nc1nc(=O)c2ccccc2s1
  -1	0.9	-3.6	1	0.0	-0.7	2.0	6	/
CCOc1ccc(NC(=O)CCNS(=O)(=O)c2ccc(Br)s2)cc1
  4	/	-0.8	2	3.0	-1.6	1.7	5	-2.3
CCCNC(=O)[C@@H]1CCCN1C(=O)C1CCN(S(=O)(=O)c2ccc(C)cc2)CC1
  3	-0.7	1.3	4	-0.1	-2.6	0.1	-3	-0.4
Cc1ccc(CN2CCSc3ccc(C(=O)NCc4cccnc4)cc32)cc1
  23	/	-2.3	69*	-1.1	-0.6	-3.2	-1	3.5
O=C(c1ccc2c(c1)CCC2)N1CCN(Cc2ccccc2)CC1
  1	0.4	-1.0	5	/	-1.3	/	0	0.6
Cc1ccccc1S(=O)(=O)NC(=O)C1(C)CCN1C(=O)CC1CCCC1 (stereo unspecified)
  10	-0.1	-0.4	3	/	-0.1	/	7	-1.3
CCOc1ccc(CN(C)CC(=O)NNC(=O)c2ccc(Cl)cc2)cc1OC
  0	0.9	0.9	-2	-1.9	-0.1	0.0	9	/
Cc1ccc(S(=O)(=O)N2CCOCC2)cc1NC(=O)COC(=O)c1ccco1
  3	-0.6	0.3	1	/	-0.5	/	11	-1.2
COc1ccc(S(=O)(=O)N2CCC(C(=O)NCCC(=O)Nc3ccccc3OC)CC2)cc1
  10	0.9	0.4	-3	/	0.1	/	5	-1.9
COC(=O)c1sccc1NC(=O)c1ccc(Cl)s1
  2	0.2	-0.6	2	0.8	-0.2	1.9	5	0.1
O=C(O)c1cccc2c3c([nH]c12)CCCC3
  -6	0.3	-2.0	-2	128*	i	-0.5	-11	-1.0
CCn1nc(C)c(CN2CCC(C(=O)Nc3cccc(-c4cccc(F)c4)c3)CC2)c1C
  6	1.1	-4.4	1	1.0	-0.2	4.2	0	0.2
O=C(Nc1ccc(S(=O)(=O)N2CCOCC2)cc1)c1ccc(S(=O)(=O)N2CCOCC2)cc1
  5	0.0	-1.5	2	-3.6	0.4	-0.4	2	/
O=C(NCCNc1ccc([N+](=O)[O-])cc1C(F)(F)F)c1cccc(F)c1
  -5	/	-1.9	-1	0.9	-0.4	1.2	18	/
NC(=O)c1cc2ccccc2o/c1=N/NC(=O)c1cccc(Cl)c1
  -9	0.8	-3.6	-2	0.0	i	0.4	-10	-0.2
Cc1ccc(C)c(NS(=O)(=O)c2cc(C(=O)NCCC3=CCCCC3)ccc2C)c1
  1	/	-1.4	0	2.7	-4.5	-0.9	-6	-0.1
CC(C)(C)C1CCC(=NNC(=O)CC(=O)NCc2ccccc2)CC1 (stereo unspecified)
  -8	-2.7	-5.3	-5	5.3	-0.3	-2.2	-3	/
CNC(=O)CN(c1cccc(Br)c1)S(C)(=O)=O
  0	/	-2.6	-2	0.0	i	-1.0	-1	-0.1
O=c1[nH]c2ccccc2nc1Cc1ccc(Cl)cc1
  3	2.7	-4.5	1	-0.3	-0.4	1.3	8	-0.1
O=C(Oc1ccc(C(=S)N2CCOCC2)cc1)c1ccc([N+](=O)[O-])cc1[N+](=O)[O-]
  -3	0.8	0.1	0	2.8	i	-1.4	9	-0.9
O=C(NCN1CCN(c2ccccc2)CC1)c1cnccn1
  -2	-0.4	0.5	1	-1.6	-1.0	0.5	8	3.8
CCOC(=O)/C(C#N)=C/c1ccc(OC(=O)c2ccco2)c(OCC)c1
  13	0.8	-1.9	2	0.3	0.3	6.5	8	0.9
CC1CCN(S(=O)(=O)c2ccc(NC(=O)CN3CCCC(C)C3)cc2)CC1 (stereo unspecified)
  0	/	-3.4	0	0.1	-0.3	1.8	8	1.1
Cc1cccc(C)c1NC(=O)C1c2ccccc2Oc2ccccc21
  -6	/	0.8	-3	-0.6	-0.2	1.2	0	/
c1ccc(-n2ncc3c(NCCN4CCOCC4)ncnc32)cc1
  -1	/	-1.3	4	-0.5	1.7	0.3	2	1.3
O=C(Nc1ccnn1C1CCN(CCCc2ccccc2)CC1)c1ccccc1
  7	0.7	-1.3	1	-1.2	i	0.0	6	-0.4
COc1ccc(/C(N)=N/OC(=O)c2ccc3c(c2)OCO3)cc1
  12	-0.7	0.6	0	-0.9	-0.3	-2.1	8	/
CN1C(=O)C(O)(CC(=O)/C=C/c2ccco2)c2cc(Br)ccc21 (stereo unspecified)
  -9	1.0	-2.0	0	-1.1	i	0.0	27	2.4
Cn1nccc1NC(=O)Nc1cccc(Cl)c1
  -2	1.8	-0.8	2	2.5	-0.2	0.5	-1	0.2
Cc1cc(C(=O)COC(=O)c2ccncc2)c(C)n1Cc1ccco1
  9	1.6	-2.8	2	-0.7	2.9	-2.0	4	-1.7
Nc1ncc(-c2ccc(-c3ccccc3)cc2F)cc1-c1ccccc1F
  2	0.6	-1.6	23	/	i	/	-2	1.1
O=C(CN1CCC(NC(=O)c2cccc(F)c2)CC1)NCc1ccccc1F
  -10	/	-2.4	1	-1.1	-0.3	0.4	10	3.2
CN(C)c1ccc(N2C(=O)CSC2=S)cc1
  -5	0.0	-2.1	-5	-0.9	-0.1	1.0	-7	-0.9
Cc1cc(C)nc(N2C(=O)CC(C(=O)O)NC2=NCCc2c[nH]c3ccccc23)n1 (stereo unspecified)
  11	/	0.3	0	-0.5	i	-1.9	18	11
CCOC(=O)c1sc(NS(=O)(=O)c2ccc(F)cc2)nc1C
  1	1.7	-2.9	7	0.8	1.6	1.1	4	-0.9
COc1cc(CN2CCNC(=O)C2CC(=O)NCCCN2CCOCC2)cc(OC)c1 (stereo unspecified)
  1	0.2	-2.9	1	-0.7	-0.2	0.9	2	-1.6
CCC(CO)Nc1ncnc2c1cnn2-c1ccc(OC)cc1 (stereo unspecified)
  4	-0.1	-2.3	30*	-1.1	0.2	0.9	-3	23
COc1ccc(N2C(=O)C(OC(C)=O)C2c2ccc(C)cc2)cc1 (stereo unspecified)
  9	/	-2.0	0	-0.7	i	-2.5	12	/
Nc1nc(N)c2sc3nc(C(F)(F)F)cc(C(F)(F)F)c3c2n1
  -7	/	0.9	1	2.1	-0.3	2.7	5	/
